# Compound activity as filed in PubChem BioAssay.
# DAX1 inh-1: NR0B1 (DAX1) inhibition; HEK293 Gal4-DAX1 luciferase reporter, luminescence; inhibition, % at 6.75 µM; 0.99% of 340,000 active; AID 504766;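 active = inhibition above the mean over all tested compounds plus 3 SD, cut at about 4.2% in these data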;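 note: 0% = DAX1-transfected cells with DMSO and 100% = empty-vector control cells with DMSO; inhibition shows as a rise in luminescence from relieved DAX1 repression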
# GAA850 FXN act: frataxin GAA850 promoter activation. HEK293 lucGAA850 FXN promoter luciferase reporter, 24 h; percent of 10 µM SAHA response. activation, % at 6 µM. 0.56% of 360,000 active. AID 540364;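 active = activation above the average of all compounds screened plus 3 SD, cutoff fixed separately per campaign, cut at about 7.5% in these data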;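 note: 0% = DMSO wells and 100% = 10 µM SAHA wells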
# PLCg1 inh: PLC-gamma1 (human) inhibition, primary screen; inhibition, % at 12.2 µM; 0.84% of 370,000 active; AID 720700; P19174; purified PLC-gamma1, fluorogenic substrate, fluorescence; in the data active = inhibition above about 9.5%
# Target sequence (P19174 whole entry, looked up): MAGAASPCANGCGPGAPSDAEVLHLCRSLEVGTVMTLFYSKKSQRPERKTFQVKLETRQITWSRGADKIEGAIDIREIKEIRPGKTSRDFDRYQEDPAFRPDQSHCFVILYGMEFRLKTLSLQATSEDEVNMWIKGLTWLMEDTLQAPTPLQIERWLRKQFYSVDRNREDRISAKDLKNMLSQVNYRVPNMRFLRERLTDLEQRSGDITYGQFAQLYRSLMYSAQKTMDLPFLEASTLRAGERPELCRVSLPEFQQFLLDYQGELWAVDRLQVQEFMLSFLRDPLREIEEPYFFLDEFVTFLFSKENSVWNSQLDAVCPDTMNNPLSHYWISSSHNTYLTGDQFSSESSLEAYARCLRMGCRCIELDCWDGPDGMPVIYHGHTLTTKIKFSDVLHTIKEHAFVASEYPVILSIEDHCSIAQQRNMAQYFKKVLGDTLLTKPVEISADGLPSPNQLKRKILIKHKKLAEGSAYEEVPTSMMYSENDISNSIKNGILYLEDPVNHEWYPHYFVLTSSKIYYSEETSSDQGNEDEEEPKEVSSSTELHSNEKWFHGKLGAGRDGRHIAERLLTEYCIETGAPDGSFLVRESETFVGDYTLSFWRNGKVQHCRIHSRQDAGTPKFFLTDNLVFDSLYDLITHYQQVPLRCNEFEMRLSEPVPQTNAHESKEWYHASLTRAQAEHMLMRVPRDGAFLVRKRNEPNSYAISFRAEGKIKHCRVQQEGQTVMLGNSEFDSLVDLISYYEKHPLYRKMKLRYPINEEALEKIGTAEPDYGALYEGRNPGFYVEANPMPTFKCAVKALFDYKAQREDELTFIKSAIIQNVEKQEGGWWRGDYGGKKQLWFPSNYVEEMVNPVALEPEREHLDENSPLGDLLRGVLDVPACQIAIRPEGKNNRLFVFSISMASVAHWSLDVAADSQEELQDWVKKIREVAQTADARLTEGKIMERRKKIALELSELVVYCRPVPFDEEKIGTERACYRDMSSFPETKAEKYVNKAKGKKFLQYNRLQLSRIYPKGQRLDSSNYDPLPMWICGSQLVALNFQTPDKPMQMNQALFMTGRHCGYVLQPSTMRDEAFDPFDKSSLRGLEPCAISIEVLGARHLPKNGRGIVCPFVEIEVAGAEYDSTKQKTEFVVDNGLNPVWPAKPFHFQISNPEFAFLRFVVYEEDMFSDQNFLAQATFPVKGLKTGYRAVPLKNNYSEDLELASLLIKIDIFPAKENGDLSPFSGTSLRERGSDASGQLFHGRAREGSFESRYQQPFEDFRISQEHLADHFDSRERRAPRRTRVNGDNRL
# ADAM10 inh: ADAM10 inhibition, QFRET primary screen. 0.62% of 370,000 active. inhibition, % at 7 µM. O14672. AID 720582. recombinant ADAM10, EDANS/DABCYL FRET peptide cleavage, 3 h;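 active = inhibition above a per-campaign cutoff equal to the mean of compounds falling between control-based bounds plus 3 SD, cut at about 20% in these data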;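 note: 0% = DMSO wells while the 100% control is not disclosed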
# hgDAF12 agonist: hgDAF-12 agonism, primary luciferase screen; HEK293 GAL4-hgDAF12 UAS-luciferase reporter, agonist luminescence; normalized to butyrate control; activation, % at 6.8 µM; 1.8% of 370,000 active;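 active = activation above a cutoff set at the mean of all screened compounds plus 3 SD, cut at about 10% in these data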;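 note: 0% = DMSO wells and 100% = sodium butyrate wells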
# ssDAF12 agonist: activators of S. stercoralis DAF-12 nuclear receptor; activation, % at 6.8 µM; AID 652126; 1% of 370,000 active; HEK293 ssDAF-12/GRIP1 lit1-tk-luc reporter, luminescence; % of 3 µM dafachronic acid response;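 active = activation above the mean over all tested compounds plus 3 SD, cut at about 0.9% in these data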;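 note: 0% = DMSO-only wells and 100% = 3 µM delta7-dafachronic acid wells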
# hcDAF-12 act: activates DAF-12 receptor from parasite H. contortus; HEK293 hcDAF-12 lit1-tk-luc reporter, luminescence; 0% DMSO, 100% Δ7-dafachronic acid; activation, % at 6.8 µM; 1.4% of 370,000 active;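 active = activation above the mean of all tested compounds plus 3 SD, cut at about 5.5% in these data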;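 note: 100% = response to 3 µM Δ7-dafachronic acid high control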
# PLCb3 inh: blocks human PLC-beta3 enzyme activity | Purified PLC-beta3, fluorogenic substrate, fluorescence | inhibition, % at 12.2 µM | 0.18% of 370,000 active; in the data active = inhibition above about 11%;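 note: 0% = median of compound wells on plate and 100% = full blocker control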
# ADAM17 inh: inhibitors of human ADAM17; P78536; recombinant ADAM17, EDANS/DABCYL FRET peptide cleavage; inhibition, % at 6.95 µM; 0.83% of 370,000 active; AID 720648;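 active = inhibition above the mean of compounds lying between control limits plus 3 SD, set per campaign, cut at about 8.5% in these data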;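 note: 0% = DMSO-only wells as the low control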
# HGIII-sPLA2 inh: Blocks human group III sPLA2 activity; QFRET BODIPY PC-A2 liposome hydrolysis, fluorescence; inhibition, % at 12.2 µM; 0.56% of 370,000 active; AID 743126;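 active = inhibition above mean plus 3 SD of compounds lying within the high and low control bounds, cut at about 19% in these data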;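 note: 0% = median of test compound wells and 100% = no enzyme DMSO wells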
# DAX1 inh-2: blocks DAX1 repression of SF-1 activated StAR promoter; HEK293T StAR-luciferase reporter, SF-1/DAX-1 repression relief; inhibition, % at 6.8 µM; 1.1% of 370,000 active; AID 652010;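 active = inhibition above the mean over all tested compounds plus 3 SD, cut at about 3.6% in these data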;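 note: 0% = DAX-1 cells with DMSO and 100% = cells lacking DAX-1 with DMSO; higher inhibition means more luminescence from relief of DAX-1 repression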
# An asterisk follows results filed as active; · = no result given.
Molecule	DAX1 inh-1	GAA850 FXN act	PLCg1 inh	ADAM10 inh	hgDAF12 agonist	ssDAF12 agonist	hcDAF-12 act	PLCb3 inh	ADAM17 inh	HGIII-sPLA2 inh	DAX1 inh-2
Cc1cc(C)c2cc(CN(CCCO)S(=O)(=O)c3ccccc3F)c(=O)[nH]c2c1	-1.2	-1.1	-4.5	-50.6	-1.9	-1.1	-0.3	-14.8	-23.5	-6.9	0.1
COC(=O)CSC1=C(C#N)C(c2ccc(C)cc2)C2=C(CCCC2=O)N1 (stereo not given)	-0.3	0.0	-18.9	-33.3	-4.0	-1.7	-1.0	-18.7	-4.5	6.9	0.4
NS(=O)(=O)c1ccc(NC(=O)COC(=O)c2ccco2)cc1	0.3	0.0	-0.1	4.6	-1.0	-1.8	2.1	-4.3	1.8	5.3	0.8
Cc1ccc(C(=O)N/C(=C/c2cccc([N+](=O)[O-])c2)C(=O)NCC2CCCO2)cc1 (stereo not given)	1.4	-0.6	-5.0	-29.7	3.1	-1.0	-1.6	-2.8	-1.9	9.3	-0.1
CCc1nc(SCC(=O)NNC(=O)C2CCCCC2)c2ccccc2n1	0.2	-4.6	3.9	1.8	0.4	-0.3	4.0	2.5	-1.4	3.0	0.1
Cc1ccc(N2C(=O)CC(N(O)C3CC(=O)N(c4ccc(C)cc4)C3=O)C2=O)cc1 (stereo not given)	-0.5	0.4	-3.5	-13.1	-0.5	-0.8	-0.6	1.1	0.3	-6.8	-0.1
Cc1ccc([C@@H]2C[C@H]3[C@@H](CN2S(=O)(=O)c2ccc(C)cc2)C(=O)C[C@@H](c2ccc(C)cc2)N3S(=O)(=O)c2ccc(Cl)cc2)cc1	0.9	-2.5	4.7	-12.6	1.7	-1.3	-0.1	0.7	-0.7	-4.1	-1.4
O=C(COC(=O)c1cc(Cl)ccc1O)Nc1cc(C(F)(F)F)ccc1N1CCOCC1	-0.6	-1.6	-8.8	-54.2	-1.9	-1.0	0.5	-10.5	-10.8	-0.6	0.2
Cc1ccc(Cl)cc1Nc1nc(-c2sc(NC(=O)C(C)(C)C)nc2C)cs1	1.8	-1.0	-6.0	2.5	-6.0	-1.4	-3.6	-9.1	0.8	5.0	-0.6
Cc1cccc(C)c1OCc1cc(C(=O)NCc2ccc(Cl)s2)no1	0.4	0.0	1.0	16.5	0.5	-1.1	-0.1	-7.1	7.3	-8.3	-0.2
O=C(COC(=O)c1cccc(S(=O)(=O)N2CCOCC2)c1)Nc1ccc2c(c1)OCO2	0.5	-1.0	3.9	2.0	-1.9	-1.1	-1.0	3.2	-3.5	1.9	-0.7
CCc1nnc(NC(=O)CN2CCN(Cc3ccccc3C)CC2)s1	2.5	2.8	0.9	3.4	-1.8	-1.2	-1.6	-4.3	-0.6	-4.3	-0.1
COc1ccc(Nc2nc(-c3cccs3)cs2)cc1	·	·	-13.2	-3.9	18.4*	3.8*	15.8*	-18.3	-0.2	2.0	7.1*
CC(=O)OCC(=O)NCC1CCN(C(=O)C(=O)c2cc3ccccc3o2)CC1	·	·	3.8	1.8	-0.3	-1.2	-0.6	0.5	-2.1	5.8	1.0
Cc1ccc(S(=O)(=O)NCCC(=O)N2CCOCC2)cc1C	-0.3	-3.2	-3.0	-2.3	0.0	-1.4	0.6	-7.0	-6.9	9.4	-0.6

# The results go on:
Molecule	DAX1 inh-1	GAA850 FXN act	PLCg1 inh	ADAM10 inh	hgDAF12 agonist	ssDAF12 agonist	hcDAF-12 act	PLCb3 inh	ADAM17 inh	HGIII-sPLA2 inh	DAX1 inh-2
CCOc1ccc(-c2c(C(=O)N/N=C/c3ccccc3)nnn2-c2nonc2N)cc1	-2.0	-0.8	0.2	10.4	-1.9	-1.4	-0.9	-9.0	3.2	-9.9	0.2
COc1ccc(N(CC(=O)N2CCCCCC2)S(C)(=O)=O)cc1Cl	1.0	2.1	1.1	-0.6	-0.6	-0.9	0.1	-0.4	0.3	-0.4	-0.5
O=C(Nc1ccc2c(c1)OCO2)c1csc([C@@H]2C[C@H](O)[C@@H](CO)O2)n1	·	0.2	4.6	4.8	-0.2	-0.3	2.9	4.8	7.6	6.5	1.3
Cc1cnc(NC(=O)Cn2cnc3c2c(=O)n(C)c(=O)n3C)s1	1.4	2.1	-0.9	-3.2	-0.2	-1.4	-1.3	-5.6	-8.0	0.4	0.3
O=C(CC12CC3CC(CC(C3)C1)C2)NCC(c1ccc(F)cc1)N1CCOCC1 (stereo not given)	-2.4	0.0	0.3	-6.4	-1.9	-1.3	-0.8	-0.8	-0.6	-3.0	-0.6
CN(Cc1ccsc1)C(=O)CCc1nnc(CCCc2ccccc2)o1	3.1	6.5	0.9	-12.7	5.0	-0.6	1.2	-5.9	-4.1	2.2	1.6
Cc1ccc(OCCNC(=O)Cn2cnc3c(=O)n(C)c(=O)n(C)c32)cc1C	0.7	-2.0	3.2	2.8	0.7	-0.5	-0.3	5.8	-0.1	2.7	-0.3
O=C(CN(C(=O)C1COc2ccccc2O1)c1ccccc1)NCC1CCCO1 (stereo not given)	-0.1	2.0	0.7	-0.1	2.9	-1.3	-0.2	-1.9	-4.9	7.4	0.0
O=C1NC[C@H](CCCCN2C[C@H](Cc3ccccc3)N(Cc3ccccc3)C(=O)C2=O)N(CC2CCCCC2)C1=O	·	·	2.5	-0.3	5.8	-0.8	0.2	3.7	1.0	5.2	-0.9
COc1ccccc1/C=C/C1(C(=O)NC2CCCC2)CC(=O)N1c1ccccc1 (stereo not given)	4.9*	-4.1	1.7	5.8	0.3	-1.6	-2.0	-6.6	2.4	-9.3	-0.6
O=C(NCc1ccncc1)c1cc(-c2ccc(Cl)cc2)oc1C(F)(F)F	-2.1	1.9	5.5	7.7	-4.7	-2.3	-2.6	-3.4	4.7	-4.6	-0.5
S=c1[nH]nc(-c2n[nH]c3c2CCC3)n1N=Cc1c[nH]c2ccccc12	·	·	2.9	4.1	-5.0	-0.9	-1.1	2.0	-0.2	1.4	0.9
O=C(c1ccc(F)cc1Cl)N1CCC(Oc2cccnc2)CC1	·	·	2.9	1.2	-1.5	-2.3	-2.7	0.4	0.2	-2.7	-1.2
COc1ccc2nc(-c3ccccc3)[nH]c(=O)c2c1	1.1	4.1	2.0	-7.5	6.0	0.1	-1.1	1.3	-2.0	4.3	2.2
CC(=O)O[C@@H]1[C@@H](OC(C)=O)[C@H](n2ccc3cc([N+](=O)[O-])ccc32)OC[C@@H]1OC(C)=O	1.1	1.6	2.1	2.8	-0.8	-0.5	-1.2	5.0	-2.3	-8.1	-0.8

# Other records follow:
Molecule	DAX1 inh-1	GAA850 FXN act	PLCg1 inh	ADAM10 inh	hgDAF12 agonist	ssDAF12 agonist	hcDAF-12 act	PLCb3 inh	ADAM17 inh	HGIII-sPLA2 inh	DAX1 inh-2
Cc1cc(C)c(S(C)(=O)=O)c(Oc2cccc(C(F)(F)F)c2)n1	-1.7	0.2	1.7	4.7	-2.0	-1.3	-0.8	-4.0	-1.2	-0.7	-0.3
CCN1CCN(c2cc(C)c3cc(NC(=O)c4ccc(Br)o4)ccc3n2)CC1	-0.9	-1.0	-25.7	-13.4	2.4	-1.6	-1.2	-25.1	-2.3	-9.0	0.3
O=C1C(CSCc2ccccc2)NC(=S)N1c1ccccc1 (stereo not given)	·	2.3	0.3	4.0	2.5	-0.3	1.5	-0.5	-0.2	-7.3	-0.3
CC(Oc1ccc(Br)cc1)C(=O)NCC1(N2CCCCC2)CCCCC1 (stereo not given)	1.0	-0.1	-1.8	-14.7	2.8	-1.3	-1.5	-11.2	-1.6	12.2	-0.9
CC(=O)Nc1ccc(S(=O)(=O)NCCC(=O)Nc2cccc(Cl)c2)cc1	-0.3	1.7	-1.1	0.5	2.6	-1.1	-0.8	-0.4	0.2	-4.1	-0.2
CN(C)c1ccc(C(c2ccc(N(C)C)cc2)C(O)c2ccccc2)cc1 (stereo not given)	-2.0	-10.9	-3.8	-1.0	0.8	-1.9	-0.6	1.9	-0.4	15.8	-1.9
O=Cc1cn(CC(=O)N2CCCCC2)c2ccccc12	0.7	1.9	-4.0	-10.4	2.8	-1.2	-0.2	-2.6	-3.7	8.0	0.3
O=C(NCCOc1ccccc1)c1ncn[nH]1	-0.6	1.2	4.5	8.9	2.4	-1.7	0.9	0.5	0.6	0.5	0.5
CN(CCOC(=O)CSc1ccccc1)C1CN(Cc2cn(Cc3ccccc3F)nn2)S(=O)(=O)C1 (stereo not given)	·	·	-0.4	2.3	1.2	-1.2	1.6	-1.7	-2.0	-7.3	-0.2
COc1cccc(-n2nnnc2SCC(=O)Nc2cccc(NC(C)=O)c2)c1	-1.5	-1.8	2.9	1.1	-4.0	-1.1	-2.6	3.9	-2.1	-12.5	-1.2
O=[N+]([O-])c1cc(-c2cnc3ccccc3n2)ccc1Oc1ccc(Cl)cc1	-0.2	1.5	2.4	-0.1	3.2	1.1*	1.1	0.1	-0.9	-1.9	0.2
COc1ccc2[nH]cc(C3N4CC5(C)CN3CC(C)(C4)C5=O)c2c1 (stereo not given)	3.1	-0.1	-1.8	9.2	-1.0	-0.1	-0.5	-0.3	2.1	-0.9	-0.3
O=C(NN1C(=O)c2ccccc2C1=O)c1ccc2c(c1)C(=O)N(CC1CCCO1)C2=O (stereo not given)	3.3	2.9	1.4	2.7	1.0	0.2	0.6	-8.9	-2.2	1.8	0.3
COC(=O)C(C(=O)OC)C(C[N+](=O)[O-])c1ccc(OC)c(OC)c1 (stereo not given)	0.9	0.5	1.7	6.1	-1.2	-1.2	-1.7	3.3	-2.8	0.8	1.6
COC(=O)c1c(NC(=O)CN2CCOCC2)sc2c1CCC(C)C2 (stereo not given)	0.4	0.1	-1.2	2.4	2.1	-1.2	0.2	-0.5	-4.2	11.8	0.1

# Next section:
Molecule	DAX1 inh-1	GAA850 FXN act	PLCg1 inh	ADAM10 inh	hgDAF12 agonist	ssDAF12 agonist	hcDAF-12 act	PLCb3 inh	ADAM17 inh	HGIII-sPLA2 inh	DAX1 inh-2
C=CCNC(=O)C1CCC(=O)N1S(=O)(=O)c1ccc(C)cc1 (stereo not given)	-0.3	2.5	-2.6	2.8	0.8	-1.1	0.3	-5.1	-0.8	3.6	0.4
COc1ccc(N2C[C@@]3(O)CC[C@@H](O)[C@@H](OC)[C@@H]3[C@@]2(C)[C@H](O)CC=C(C)C)cc1	·	·	-6.0	-4.9	0.1	-0.9	1.4	-6.3	-2.9	-5.3	-1.1
O=C(NC(=S)NNC(=O)c1cnccn1)c1ccc(F)cc1	1.8	-3.0	-0.1	-5.2	-0.8	-0.9	1.8	0.7	1.2	3.9	0.3
NS(=O)(=O)c1cccnc1Nc1cccc(Cl)c1Cl	0.4	0.8	-0.3	-4.9	-0.1	-1.0	-1.3	-4.2	-3.9	-9.0	2.0
COc1cc(/C=N/NC(=O)C[n+]2ccccc2)cc(OC)c1OC	-0.1	1.7	-0.8	-1.2	1.9	-0.8	-1.4	0.4	3.6	-3.7	-0.8
Cc1ccc(NC(=S)N2CCC(NC(=O)c3ccc(C)cc3)CC2)cc1	-2.4	1.9	1.5	-2.2	0.9	-1.0	-1.7	-6.4	-1.7	9.7	-0.2
CC(Oc1ccc(S(=O)(=O)N2CCCC2)cc1[N+](=O)[O-])C(=O)NC(C)c1ccccc1 (stereo not given)	-1.2	-0.3	-1.9	-3.6	2.3	-1.6	2.0	-9.9	-1.6	-4.6	-3.1
